Source: PubChem BioAssay
Mtb BioA inh – inhibitors of Mycobacterium tuberculosis BioA enzyme | 360,000 compounds, 0.096% hits | AID 602481 | inhibition, % at 9.99 µM | purified M. tuberculosis BioA enzyme, plate reader; in the data active means inhibition above about 40%; inconclusive means no clear call, values can overlap the other calls
Anthrax LF inh2 – anthrax lethal factor protease inhibition; 360,000 compounds, 0.12% hits; P15917; multiplex microsphere protease cleavage assay, LF; inhibition, % at 10 µM; further: plate controls were buffer without enzyme for full effect and enzyme alone for no effect
Target sequence (P15917 whole entry, looked up): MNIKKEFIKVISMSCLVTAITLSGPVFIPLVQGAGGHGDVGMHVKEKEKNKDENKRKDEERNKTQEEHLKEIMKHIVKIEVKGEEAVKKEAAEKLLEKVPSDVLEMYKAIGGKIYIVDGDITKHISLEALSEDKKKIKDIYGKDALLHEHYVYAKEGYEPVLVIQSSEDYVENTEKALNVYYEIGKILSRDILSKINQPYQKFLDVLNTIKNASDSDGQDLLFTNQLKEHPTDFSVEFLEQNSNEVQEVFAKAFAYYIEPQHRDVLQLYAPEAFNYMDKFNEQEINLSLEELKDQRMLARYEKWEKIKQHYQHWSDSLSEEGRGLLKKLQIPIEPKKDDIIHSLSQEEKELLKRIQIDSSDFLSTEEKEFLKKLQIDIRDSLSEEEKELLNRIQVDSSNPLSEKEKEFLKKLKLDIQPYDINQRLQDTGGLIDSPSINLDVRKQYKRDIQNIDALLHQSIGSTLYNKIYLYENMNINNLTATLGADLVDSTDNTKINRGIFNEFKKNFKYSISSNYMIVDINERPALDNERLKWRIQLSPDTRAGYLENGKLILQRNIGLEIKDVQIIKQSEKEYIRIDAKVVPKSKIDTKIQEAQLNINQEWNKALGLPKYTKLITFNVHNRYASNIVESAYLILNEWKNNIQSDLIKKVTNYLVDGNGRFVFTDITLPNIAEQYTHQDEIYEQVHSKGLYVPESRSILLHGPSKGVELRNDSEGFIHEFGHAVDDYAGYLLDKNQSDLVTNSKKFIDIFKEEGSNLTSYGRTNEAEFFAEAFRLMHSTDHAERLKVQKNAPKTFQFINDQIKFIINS
BoNT-A LC inh2 – blocks Botulinum neurotoxin A light chain protease. multiplex microsphere protease substrate cleavage, flow cytometry. inhibition, % at 10 µM. 360,000 compounds, 0.17% hits. AID 588499; further: plate controls were buffer without enzyme for full effect and enzyme alone for no effect
Mtb FBA inh – Mtb fructose-bisphosphate aldolase inhibition; purified M. tuberculosis FBA, fluorescence read-out; 360,000 compounds, 2.3% hits; inhibition, % at 1 µM; in the data active means inhibition above about 27%;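 further: 0% = vehicle and 100% = reference inhibitor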
PfHsp40 rescue – compounds rescuing yeast from Plasmodium falciparum HSP40 toxicity; S. cerevisiae expressing PfHsp40, growth rescue, ATP luminescence; growth rescue, % at 12.5 µM; 340,000 compounds, 0.68% hits; AID 504582; in the data active means growth rescue above about 28%, passing the limit was not always enough; inconclusive means no clear call, values can overlap the other calls;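 further: yeast W303a lacking pdr1 and pdr3 grown in galactose medium; growth measured after three days at 30 °C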
UGM FP inh – blocks M. tuberculosis UGM enzyme; P9WIQ1; inhibition, % at 10 µM; purified UGM, fluorescence polarization probe displacement; AID 504406; 320,000 compounds, 0.06% hits; in the data active means inhibition above about 10%, passing the limit was not always enough; inconclusive means no clear call, values can overlap the other calls
GDH-TPI inh – inhibits GDH-TPI coupling enzymes, artifact for Mtb FBA screen | AID 588335 | inhibition, % at 4.8 µM | 360,000 compounds, 1.2% hits | GDH-TPI coupled enzyme counterscreen, NADH absorbance; in the data active means inhibition above about 30%;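 further: 0% = DMSO wells and 100% = wells lacking the enzyme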
FadD28 FP inh – blocks FadD28 binding to the bisubstrate probe | inhibition, % at 12.5 µM | 360,000 compounds, 0.22% hits | fluorescence polarization; in the data active means inhibition above about 8.5%, passing the limit was not always enough; inconclusive means no clear call, values can overlap the other calls
BoNT F protease – inhibitors of Botulinum neurotoxin F light chain protease; inhibition, % at 10 µM; Multiplex microsphere protease cleavage assay, flow cytometry; AID 588497; 360,000 compounds, 0.22% hits; in the data active means inhibition above about 35%, passing the limit was not always enough; inconclusive means no clear call, values can overlap the other calls; further: plate controls were buffer without enzyme for full effect and enzyme alone for no effect
* = called active by the depositor; ? = inconclusive; nt = not tested or not shown; + = active, no number. Unless noted, no stated cut-off is given here; in the data, active means inhibition above about 30%; inconclusive means no clear call, values can overlap the other calls; inactive means below that.

SMILES	Mtb BioA inh	Anthrax LF inh2	BoNT-A LC inh2	Mtb FBA inh	PfHsp40 rescue	UGM FP inh	GDH-TPI inh	FadD28 FP inh	BoNT F protease
CC(/C=N/n1c(-c2cc(C)[nH]n2)n[nH]c1=S)=C\c1ccccc1	nt	1	0.4	0	0.2	1.6	0	-4.1	4
Cc1cccc(NC(=S)N2CCC(c3nc4ccccc4o3)CC2)c1C	0.1	-3	-0.6	5	1.9	-2.1	-9	-1.7	-6
CCCCn1cnc2sc3c(c2c1=N)CCCC3	nt	10	1.3	-3	-1.9	-0.5	-2	0.3	-3
CON(C)c1nc(OCCNC(=O)OCc2ccc(Cl)cc2C)nc(N(C)C)n1	nt	-8	-0.8	1	-0.3	3.4	5	-0.1	-3
COc1ccc(N(CC(=O)NCc2cccs2)S(=O)(=O)c2cccnc2)cc1	-0.2	-2	-1.2	1	-0.9	-2.3	0	-0.4	-12
CS(=O)(=O)NCc1nnc(SCC(=O)NC2CCCCC2)n1-c1ccc(F)cc1	-1.3	-4	0.6	-3	0.8	-3.1	3	-0.4	11
O=[N+]([O-])c1ccc(NCCCO)c(C(F)(F)F)c1	0.1	-2	-0.3	0	0.3	2.8	8	-2.2	-3
CC(=O)c1cccc(NS(=O)(=O)c2c(C(=O)N3CCOCC3)c(C)n(C)c2C)c1	-0.3	-2	-1.3	4	-1.4	-1.0	-7	-2.5	4
COc1ccc(-n2c(-c3ccc(C(C)(C)C)cc3)n[nH]c2=S)c(OC)c1	3.1	4	0.1	4	nt	nt	9	-2.1	0
CCOc1nc(C)ccc1-c1noc(-c2cccnc2)n1	9.4	2	0.1	3	?	0.9	3	-0.5	14
C/C=C/c1ccc2c(c1)OCO2	-1.2	0	0.0	1	2.6	1.0	5	-0.2	7
C=CCSc1nnc(CNS(=O)(=O)c2ccc(C)cc2)n1C	5.4	4	-3.4	-2	1.2	-1.9	-1	-1.3	-7
O=S(=O)(NCCOc1ccccc1F)c1cccc(Br)c1	nt	4	1.2	4	0.9	-1.2	1	-6.5	0
CS(=O)(=O)c1nc2ccccc2n1Cc1ccccc1	3.7	1	-0.6	0	-1.4	1.8	-2	-3.3	0
C=CCNS(=O)(=O)c1cccc(C(C)=O)c1	nt	1	-0.8	0	-0.7	1.5	8	-2.4	-2
c1ccc(CNc2c(C3CCNCC3)nc3scc(-c4ccccc4)n23)cc1	-3.9	-3	0.0	0	nt	nt	nt	-2.3	4
COc1ccc(-n2c(=S)[nH]c3cc(C(=O)NCCCN4CCOCC4)ccc3c2=O)cc1	-0.5	-1	-1.8	0	0.1	-2.0	6	-2.4	-4
COC(=O)c1sc(NC(=O)c2c(F)cccc2F)c(C#N)c1C	-1.5	-2	-0.7	2	-1.5	1.9	18	-0.9	-12
Cc1nn(-c2ccccc2)c2sc(C(=O)N3CCOCC3)cc12	-3.3	-5	-1.5	-4	-1.3	2.3	14	-2.0	-53
COc1cccc(-c2c(-c3cc(OC)cc(OC)c3)n(C)c3ccc(-c4ccc5[nH]ccc5c4)cc23)c1	-2.3	-2	0.0	42*	-1.5	1.3	24	-1.9	4
CN(C)c1ccc(P(=O)(OCc2ccccc2)C(O)c2ccc(Br)cc2)cc1 (configuration not stated)	0.1	-23	?	3	1.2	3.3	-3	-1.7	?
CC1=C(C(=O)Nc2ccccc2C)C(c2ccc(C)o2)N2C(=O)CSC2=N1 (configuration not stated)	-0.9	-8	4.1	-1	-0.2	0.6	-10	-0.1	3
CCOC(=O)CCN(C(=S)Nc1ccccc1)C1CCCCC1	-0.4	-4	-0.4	0	-0.3	nt	-2	-1.5	4
CCCCn1nnc(NC(=O)Cc2ccc(Cl)cc2)n1	-3.3	1	-0.1	0	-0.5	-0.6	10	-2.5	3
CS(=O)(=O)N1CCC(C(=O)N2CCC(Cc3ccccc3)CC2)CC1	3.2	5	1.5	-2	0.5	-0.6	-5	-3.6	4
O=[N+]([O-])c1ccc(F)cc1F	-1.8	-3	-1.2	1	-1.3	0.5	7	0.6	-1
O=C(COc1nc2ccccc2nc1N1CCOCC1)NC1CCCCC1	nt	0	-0.3	0	-1.3	-0.7	-1	0.2	-5
Cc1ccc(C)c(S(=O)(=O)N2CCN(CC(=O)N3CCc4ccccc4C3)CC2)c1	nt	-4	-0.2	2	0.6	-1.3	2	-2.1	-1
Cc1cc(-c2ccccc2)c2ccc(NC(=O)C(C)(C)C)nc2n1	-0.6	-4	2.2	14	-0.4	-0.1	46*	1.0	-5
Cc1cc(C)c2nc(NCc3ccccc3O)sc2c1	0.9	7	-2.4	-6	0.4	0.8	6	nt	-6
Cc1ccc(S(=O)(=O)N2CCN(C(=O)c3cccs3)CC2)c(C)c1	nt	0	0.4	1	0.7	0.6	4	-1.9	6
COc1ccc(NC(=O)CC2C(=O)N(C)C(=S)N2CCc2ccc(F)cc2)cc1 (configuration not stated)	1.4	-18	-3.8	0	nt	-0.9	-2	-4.1	5
COc1ccc(NC(=O)NNC(=O)C(O)(c2ccccc2)c2ccccc2)cc1	0.0	-1	-2.1	2	1.0	-0.5	6	-1.5	1
COC(=O)c1ccccc1NC(=O)Cn1cnc2c(cnn2-c2ccccc2)c1=O	-8.3	0	0.3	-1	-0.2	1.6	-7	-3.7	-7
COc1cccc(-c2nnc(SCC(=O)Nc3cc(C)ccc3OC)n2N)c1	2.3	1	0.1	3	-1.0	-0.3	7	-0.2	10
O=C(COc1ccc(/C=C2/NC(=O)NC2=O)cc1)Nc1ccc(F)cc1	-7.9	0	0.9	1	-0.3	-0.8	28	-1.6	13
O=c1[nH]c(SCc2cccc(Cl)c2)nc2c1CCCC2	-0.9	-1	0.0	0	0.1	-2.4	-10	-4.9	7
CSc1cccc(NC(=O)c2ccc(CN3CCc4ccccc4C3)cc2)c1	2.6	4	0.9	6	2.3	5.4	1	-1.5	-14
COc1ccc(CNC(=O)[C@@H](NC(=O)C2CCN(S(=O)(=O)c3ccccc3)CC2)C(C)C)cc1	-2.5	0	-2.2	-5	-0.1	1.0	-13	-4.3	-4
CC1CCN(C(=O)COC(=O)c2ccc(Cl)nc2)CC1	-0.6	0	2.7	-1	1.2	3.3	0	-2.2	1
CCOc1cc(/C=N/Nc2nc(-c3cccc(S(=O)(=O)N4CCCC4)c3)cs2)ccc1O	nt	0	0.7	1	?	-0.8	20	-1.6	-6
CCOC(=O)Cc1csc(NC(=O)Nc2ccc(Cl)cc2)n1	nt	-7	-0.1	-1	1.4	-3.1	-1	-4.6	3
Cc1ccc(CNC(=O)C(=O)NCC2OCCN2S(=O)(=O)c2ccc(Cl)cc2)cc1 (configuration not stated)	-1.3	3	0.8	2	-0.3	1.1	-2	-0.4	9
COc1cccc(CNC(=O)CCS(=O)(=O)Cc2ccc(C)cc2)c1	0.3	-2	1.3	-1	-0.7	1.6	-2	0.3	5
CN(C)c1cccc2c(/C=N/O)ccc(N(C)C)c12	nt	1	0.3	2	0.1	-0.7	-6	-2.4	-4
Cc1nc2nc(SCC(=O)c3cccc([N+](=O)[O-])c3)[nH]c2cc1Br	0.9	0	1.8	-1	-0.5	-1.7	8	-2.4	-7
CCOc1ccc(NC(=O)CN(C)C(=O)c2cc(S(=O)(=O)N3CCCCC3)ccc2Cl)cc1OCC	-1.3	-6	3.6	-1	0.3	0.2	-10	-0.4	4
COc1ccc(OC)c(CN2CCN(C(=O)CNC(=O)c3cc(C)cc(C)c3)CC2)c1	-0.8	-3	-0.7	1	-0.5	0.7	7	0.6	7
CN(C(=O)COC(=O)c1cccc(F)c1)c1ccccc1	-0.2	0	0.6	0	-0.6	0.5	7	nt	6
COc1ccc(NC(=S)N(CCc2c(C)[nH]c3ccc(C)cc23)Cc2ccco2)cc1	-1.7	3	0.7	1	0.2	4.3	-3	-1.1	-16
CCc1ccc(NC(=S)N2CCN(c3cccc(C(F)(F)F)c3)CC2)cc1	-2.4	-2	-0.7	-2	-0.1	0.4	5	-1.9	-5
C[C@@H]1C(=O)OC[C@H]1NC(=O)OCc1ccccc1	-0.3	-6	-1.0	2	-2.5	-1.4	9	0.2	-10
Cc1csc(NC(=S)Nc2cccc(Cl)c2)n1	nt	-1	-1.0	-7	118*	2.9	9	-7.9	2
COC(=O)c1c(C)[nH]c(C)c1-c1cccc([N+](=O)[O-])c1	nt	0	-0.8	0	?	-1.5	-11	-5.3	-2
CCN(CC(=O)Nc1ccc(NC(C)=O)cc1)C(=O)C1CC1	nt	1	0.4	1	nt	nt	14	-0.3	4
Cc1cccc2c1nc(-c1ccccc1)n1cnnc21	0.0	4	1.4	1	0.1	-0.4	6	-0.2	5
O=C1C(Br)=C(c2ccccc2)C(c2ccccc2)=C1c1ccccc1	nt	-7	-0.1	-1	0.2	nt	-8	-2.8	-17
CCN(CC)S(=O)(=O)c1ccc(N2CCc3cc(OC)c(OC)cc3C2)nc1	-0.1	3	-1.6	1	2.1	-0.2	6	-3.8	22
NC(=O)COc1ccc2cc(-c3ccccc3)c(=O)oc2c1	0.2	0	3.1	+	-0.1	1.0	31*	-0.7	7
Nn1c(SCC(=O)N2CCOCC2)nnc1-c1ccccc1Cl	-1.7	2	-0.2	2	1.2	-1.3	1	-2.6	3

Carrying on.
SMILES	Mtb BioA inh	Anthrax LF inh2	BoNT-A LC inh2	Mtb FBA inh	PfHsp40 rescue	UGM FP inh	GDH-TPI inh	FadD28 FP inh	BoNT F protease
COc1ccc(NC(=O)C2CCN(c3nnnn3-c3ccccc3)CC2)cc1	3.9	-2	0.3	-2	-0.2	1.3	-5	-2.5	3
CC(C)N(Cc1ccccc1)C(=O)CN1C(=O)c2ccccc2C1=O	2.4	-10	-0.2	0	-1.5	-4.0	-1	-3.1	7
CCn1cc(S(=O)(=O)N2CCN(c3ccc(Cl)cc3)CC2)cn1	-2.1	3	-0.7	2	0.1	1.5	3	0.0	-2
Oc1ccccc1N=Nc1ccccc1O	nt	-2	-1.9	0	32*	nt	7	-0.6	-22
COc1cccc(/C=N/n2c(CO)nc3ccccc32)c1OC	-0.6	1	?	1	-0.5	2.6	18	-0.2	6
O=C(COC(=O)C1CCN(S(=O)(=O)c2cccc3cccnc23)CC1)c1ccc([N+](=O)[O-])cc1	nt	0	0.7	1	-0.1	-1.0	-6	-1.9	-7
COc1cc(C2CC(=O)N3CN(Cc4ccco4)CSC3=C2C#N)ccc1OCc1ccccc1 (configuration not stated)	-1.4	5	0.9	3	0.4	-1.0	-5	5.5	1
CCCCCC(=O)NN=C1CCN(Cc2ccccc2)CC1	1.4	0	-0.3	3	-0.4	3.0	-5	-4.6	-7
Cc1cc(C(F)(F)F)c(C#N)c(N2CCOCC2)n1	-1.0	-2	0.2	7	-1.1	nt	-6	-4.2	7
Cc1ccc(C(=O)N/N=C/c2cccc3ccccc23)cn1	3.2	6	-4.7	0	nt	-3.6	22	-0.8	?
CC(=O)Nc1ccc(S(=O)(=O)N(c2cccnc2)S(=O)(=O)c2ccc(NC(C)=O)cc2)cc1	-2.1	-1	-2.3	2	0.0	3.5	4	-4.6	-6
CC1CCC(NC(=O)CSc2ccc(S(=O)(=O)N(C)C)cn2)CC1 (configuration not stated)	0.4	-2	-2.4	0	0.0	-3.3	-9	-2.8	-1
C/C=C(\C)c1nnc(NC(=O)C(C)C)s1	-4.6	-2	2.6	-3	-0.2	-1.4	-2	0.7	-13
COc1ccc(C(=O)Nc2oc(-c3ccccc3)c(-c3ccccc3)c2C#N)cc1OC	-1.2	-3	1.1	2	0.0	-0.9	15	-3.4	0

For reference, part of the list above:
SMILES	Mtb BioA inh	Anthrax LF inh2	BoNT-A LC inh2	Mtb FBA inh	PfHsp40 rescue	UGM FP inh	GDH-TPI inh	FadD28 FP inh	BoNT F protease
CC(=O)Nc1ccc(S(=O)(=O)N(c2cccnc2)S(=O)(=O)c2ccc(NC(C)=O)cc2)cc1	-2.1	-1	-2.3	2	0.0	3.5	4	-4.6	-6
CC1CCC(NC(=O)CSc2ccc(S(=O)(=O)N(C)C)cn2)CC1 (configuration not stated)	0.4	-2	-2.4	0	0.0	-3.3	-9	-2.8	-1
C/C=C(\C)c1nnc(NC(=O)C(C)C)s1	-4.6	-2	2.6	-3	-0.2	-1.4	-2	0.7	-13
COc1ccc(C(=O)Nc2oc(-c3ccccc3)c(-c3ccccc3)c2C#N)cc1OC	-1.2	-3	1.1	2	0.0	-0.9	15	-3.4	0
